esBAF inh: SWI/SNF esBAF complex inhibition | reporter increase, % at 12.5 µM | AID 602393 | mouse ES cells, Bmi1-luciferase knock-in reporter, 24 h; 100% = twice the neutral-well signal | hit rate 2% among 350,000; in the data active = activation above about 40%;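 note: 0% = median of the plate's neutral control wells and 100% = double that signal; a rise in the Bmi1 reporter signal indicates esBAF inhibition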
ARNT-TACC3 inh: ARNT/TACC3 interaction disruption; Q9Y6A5; AlphaScreen His-ARNT PAS-B/GST-TACC3 binding, luminescence; TACC3 fragment carries E629A point mutation; inhibition, % at 9.99 µM; hit rate 0.66% among 390,000; AID 623870;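 active = mean inhibition of replicates at least 50% and at least half of replicates each reaching 50%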;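 note: 0% = complete ARNT plus TACC3 wells and 100% = ARNT alone without TACC3; many hits fall short of the cut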
F508del corr: correctors of CFTR F508del function in bronchial epithelial cells. activity (quench increase), % at 7.58 µM. hit rate 0.36% among 350,000. CFBE cells, YFP halide quenching; stimulated with forskolin plus potentiator P3; % fluorescence drop versus neutral controls;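 active = mean added fluorescence quench of at least 8% versus neutral control, with both replicates also reaching 8%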;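 note: cells transiently co-express mutant CFTR-F508del with the halide-sensitive YFP; corrector assay measuring rescue of mutant channel to the surface after 24 h compound exposure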
ERAP1 HTS inh: inhibitors of human ERAP1 aminopeptidase; Q9NZ08; recombinant ERAP1, Leu-AMC fluorescence, 60 min; inhibition, % at 10.7 µM; hit rate 0.15% among 340,000; AID 652197;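 active = mean replicate inhibition of at least 30%, or all replicates individually reaching that 30% level; inactive = mean below 30% and not every replicate reaching it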;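 note: 0% = neutral control wells and 100% = L-leucinethiol positive control wells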
RAD52 anneal inh: blocks human RAD52 DNA annealing. P43351. recombinant RAD52 DNA annealing, FRET fluorescence. inhibition, % at 18.7 µM. hit rate 0.46% among 360,000. AID 651710;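 active = every replicate showing at least 50% inhibition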
Xi reactivation: X-chromosome reactivation activator; hit rate 0.055% among 360,000; XiGFP mouse fibroblasts, % GFP-positive cells imaging, 3 d; cells co-treated with 5-aza-dC sensitizer; scaled so ellipticine positive control = 100%; activation, % at 7.58 µM;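 active = mean normalized replicate activation at least 10% and every replicate at or above 10%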;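 note: 0% = median of on-plate neutral control wells and 100% = ellipticine 6 µM median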
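System: SV40-immortalized XiGFP fibroblast cells, line 68-5-11 / Incubation: 3-day compound exposure, then 15 min fixation at room temperature / Compound: single concentration per compound, delivered by pin transfer / Buffer or medium: DMEM plus 5-aza-dC sensitizer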
RAD54 inh: blocks human RAD54 Holliday junction branch migration; Q92698; FAM/BHQ fluorescence; inhibition, % at 10.4 µM; hit rate 0.14% among 360,000; AID 602329;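 active = mean normalized replicate activity at least 40 and at least half of replicates scoring 40 or more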;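 note: 0% = median of neutral control wells and 100% = median of positive control wells; inhibitors cause a drop in the FAM fluorescence signal; in these data hits start at about 50%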
Target sequence (Q92698 whole entry, looked up): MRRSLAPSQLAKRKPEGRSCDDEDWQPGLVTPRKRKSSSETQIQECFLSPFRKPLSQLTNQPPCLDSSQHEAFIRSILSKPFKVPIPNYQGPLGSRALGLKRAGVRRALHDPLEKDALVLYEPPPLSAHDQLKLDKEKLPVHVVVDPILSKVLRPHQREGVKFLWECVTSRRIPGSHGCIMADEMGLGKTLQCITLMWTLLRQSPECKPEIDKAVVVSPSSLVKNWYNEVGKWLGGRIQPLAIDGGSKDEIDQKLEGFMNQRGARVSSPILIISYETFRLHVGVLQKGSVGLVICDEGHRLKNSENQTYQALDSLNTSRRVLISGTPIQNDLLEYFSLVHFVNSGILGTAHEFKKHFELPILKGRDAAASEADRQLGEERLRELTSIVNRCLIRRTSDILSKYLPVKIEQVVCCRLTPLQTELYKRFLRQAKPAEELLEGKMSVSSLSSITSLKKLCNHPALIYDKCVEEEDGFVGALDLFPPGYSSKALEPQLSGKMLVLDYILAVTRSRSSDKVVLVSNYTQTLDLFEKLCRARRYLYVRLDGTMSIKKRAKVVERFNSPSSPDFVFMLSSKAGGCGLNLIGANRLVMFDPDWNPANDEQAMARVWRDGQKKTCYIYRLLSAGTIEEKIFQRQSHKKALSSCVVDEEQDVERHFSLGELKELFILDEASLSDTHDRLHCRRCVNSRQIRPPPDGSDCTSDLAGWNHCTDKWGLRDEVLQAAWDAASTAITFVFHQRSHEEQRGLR
GSIS activator: primary screen for activators of insulin secretion dependent on glucose, INS-1E cells, GLuc reporter luminescence | activation, % at 16.6 µM | hit rate 0.61% among 370,000 | INS-1E GLuc reporter insulin secretion, 2-3 h | AID 743287;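 active = lowest replicate activation of at least 40%, so every replicate reaches that level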;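 note: 0% = median of neutral control wells and 100% = median of IBMX positive control wells; some compounds called inactive have numbers as strong as hits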
* = called active by the depositor; x = no result given; & = joins results of further samples. Hits appear at their usual frequency. Share with any hit: about 3.3%.

SMILES | esBAF inh | ARNT-TACC3 inh | F508del corr | ERAP1 HTS inh | RAD52 anneal inh | Xi reactivation | RAD54 inh | GSIS activator
Nc1nc(NCCCN2CCOCC2)nc(Nc2ccccc2F)c1[N+](=O)[O-] | x | 2.3 | 0.2 | -3.0 | 24.8 | 0.0 | x | 26.8
CC(C)(C)c1cc[n+](-c2[nH]c(=O)sc2/C=N/N=C(\[O-])c2cccnc2)cc1 | -4.2 | 12.1 | -0.6 | -1.2 | -12.8 | 0.1 | -1.1 | -1.8
OC(c1cccc(Cl)c1)c1nc(-c2cc3ccccc3o2)cs1 (stereo not given) | 9.8 | x | 0.5 | -2.2 | -8.4 | -0.1 | 0.1 | 9.7
Cc1ccc(C(=S)N2CCN(Cc3ccccc3)CC2)cc1 | -4.0 | 10.3 | 1.9 | -0.8 | -3.0 | 0.0 | x | -6.0
COc1ccc(NC(=O)N(C)C[C@H]2Oc3ccc(NS(=O)(=O)c4c(C)noc4C)cc3CC(=O)N([C@H](C)CO)C[C@@H]2C)cc1 | -2.8 | x | 1.2 | -0.3 | -7.1 | -0.6 | 1.5 | 6.2
CCC(=O)N1CCC(C)(C(=O)Nc2ccc3c(c2)OCCO3)C1 (stereo not given) | -3.6 | x | -4.2 | 1.8 | 0.5 | -0.1 | 4.8 | 28.8
Cc1ccc(C)c(OCCC(=O)OCC(=O)NCc2ccc(F)cc2)c1 | -5.7 | -5.3 | 0.3 | -3.6 | -9.0 | 0.1 | -11.3 | -5.4
Cc1ccccc1S(=O)(=O)N1CC[C@@H]2[C@H]1c1cc(-c3cccc(C#N)c3)ccc1N[C@@H]2CO | 0.2 | 0.2 | 7.0 | x | x | 0.1 | -11.3 | 14.1
Cc1ccc(S(=O)(=O)N(C)C[C@@H]2Oc3c(NC(=O)c4nc5ccccc5s4)cccc3C(=O)N([C@H](C)CO)C[C@H]2C)cc1 | 8.7 | -3.1 | 0.9 | -2.2 | -4.9 | -0.2 | 6.8 | 12.0
NC(=O)C(Cc1ccccc1)NC(=O)C12CC3CC(CC(C3)C1)C2 (stereo not given) | -1.2 | 3.0 | -1.2 | 3.8 | -6.1 | 0.0 | 2.0 | -1.4
Cc1ccc(S(=O)(=O)N(C)C[C@@H]2OCCCC[C@H](C)Oc3ccc(NC(=O)C4CCCCC4)cc3C(=O)N([C@H](C)CO)C[C@@H]2C)cc1 | 4.9 | -3.3 | -1.6 | x | x | -1.2 | -0.4 | -17.9
CO[C@@H]1CN(C)C(=O)c2ccc(NC(=O)Nc3cccc(F)c3)cc2OC[C@@H](C)NC[C@H]1C | 6.1 | 2.1 | -2.9 | -1.3 | 18.0 | 0.0 | -15.2 | 1.5
CCOC(=O)c1c(-c2ccc(C)cc2)csc1NC(=O)CCN1CCOCC1 | x | 2.4 | x | 4.2 | 3.4 | 0.0 | 8.7 | -16.8
CCOc1ccc(NC(=O)NC2CC(=O)N(c3ccc(OC)cc3)C2)cc1 (stereo not given) | -5.2 | -0.9 | -1.4 | x | -8.9 | 0.0 | 6.5 | 5.5
O=C(c1ccccc1F)N1CC(=O)N2[C@H](CO)[C@H](c3ccc(C#Cc4ccc(F)cc4)cc3)[C@H]2C1 | x | x | -0.2 | -0.7 | -14.1 | 0.0 | x | -12.0
C[C@@H]1CN([C@H](C)CO)C(=O)c2cc(N(C)C)ccc2O[C@@H](C)CCCCO[C@H]1CN(C)C(=O)Cc1ccccc1 | 17.2 | 2.1 | -0.2 | 1.2 | 6.5 | 0.0 | 1.7 | -24.6
C[C@H](CO)N1C[C@H](C)[C@@H](CN(C)S(=O)(=O)c2ccc(F)cc2)Oc2ccc(NC(=O)CCN3CCOCC3)cc2C1=O | -3.2&-3.0 | -5.8&0.9 | 4.1&0.4 | 1.6&0.3 | 4.4&-8.6 | -0.4&0.0 | -12.3&6.6 | 17.4&10.4
O=C(NC(=S)NC(CO)Cc1ccccc1)c1ccc(F)cc1 (stereo not given) | 14.4 | 4.8 | 1.3 | 1.5 | 4.0 | -0.1 | -2.5 | 1.7
Cc1ccc(OCC(=O)N2CCc3ccccc32)c([N+](=O)[O-])n1 | 36.5 | -3.5 | 1.0 | 2.1 | -5.7 | 0.3 | -4.7 | 9.5
COc1ccc(NC(=O)NC2(C(=O)N3CCN(C)CC3)CCCCC2)cc1 | 11.7 | -2.1 | 0.8 | -6.9 | 4.3 | 0.4 | 0.0 | -1.3
NS(=O)(=O)c1ccc(CCNC(=O)CN2CCN(S(=O)(=O)c3ccccc3F)CC2)cc1 | 1.2 | x | 7.5 | 0.4 | 2.1 | 0.2 | 10.5 | 5.7
Cc1ccc(NC2Sc3ccccc3NC2=O)cc1 (stereo not given) | x | 2.0 | 1.7 | 2.7 | -18.8 | 0.0 | x | 20.8
CCn1c(SCC(=O)N2CCCCC2C)nnc1-c1ccco1 (stereo not given) | -0.9 | 6.4 | -0.3 | -1.8 | -3.0 | 0.1 | 13.3 | 4.8
O=C(COc1ccccc1Cl)Nc1ccccc1C(=O)NC1CC1 | -2.3 | -7.3 | 1.0 | -0.8 | -12.8 | -0.1 | -0.9 | 0.5
COc1ccc(C)cc1S(=O)(=O)N1CCC2(CC1)OCCN2S(=O)(=O)c1ccccc1 | -3.6 | -1.8 | -0.1 | -5.8 | -11.3 | 0.4 | 0.4 | 2.7

Some of these compounds in order of molar mass, falling.
SMILES | esBAF inh | ARNT-TACC3 inh | F508del corr | ERAP1 HTS inh | RAD52 anneal inh | Xi reactivation | RAD54 inh | GSIS activator
C[C@H](CO)N1C[C@H](C)[C@@H](CN(C)S(=O)(=O)c2ccc(F)cc2)Oc2ccc(NC(=O)CCN3CCOCC3)cc2C1=O | -3.2&-3.0 | -5.8&0.9 | 4.1&0.4 | 1.6&0.3 | 4.4&-8.6 | -0.4&0.0 | -12.3&6.6 | 17.4&10.4
CC(C)(C)c1cc[n+](-c2[nH]c(=O)sc2/C=N/N=C(\[O-])c2cccnc2)cc1 | -4.2 | 12.1 | -0.6 | -1.2 | -12.8 | 0.1 | -1.1 | -1.8
CCn1c(SCC(=O)N2CCCCC2C)nnc1-c1ccco1 (stereo not given) | -0.9 | 6.4 | -0.3 | -1.8 | -3.0 | 0.1 | 13.3 | 4.8

(list continues)
SMILES | esBAF inh | ARNT-TACC3 inh | F508del corr | ERAP1 HTS inh | RAD52 anneal inh | Xi reactivation | RAD54 inh | GSIS activator
COc1ccc(OC)c(C(C[N+](=O)[O-])c2c(C)cc3ccccn23)c1 (stereo not given) | -7.6 | 4.5 | 2.0 | -3.7 | -11.8 | -0.1 | -2.2 | -12.5
Cc1noc(C)c1S(=O)(=O)Nc1ccc2c(c1)C(=O)N([C@@H](C)CO)C[C@H](C)[C@@H](CN(C)Cc1ccccc1)O2 | -1.2 | 1.9 | -0.4 | -1.2 | -5.5 | 0.0 | 5.8 | -2.5
CN1[C@@H](Cc2ccccc2)COc2cc(N3CCSCC3)ccc2S1(=O)=O | x | x | 0.0 | -2.5 | -12.9 | 0.3 | x | -12.1
C/C(CCc1ccc2c(c1)OCO2)=N\NC(=O)c1ccccc1Br | x | 2.8 | 3.7 | 9.4 | -13.7 | 0.4 | x | -7.1
Cc1ccc(S(=O)(=O)C(C#N)=C2N(C)c3ccccc3N2C)cc1 | 2.8 | -3.1 | -1.4 | -2.2 | -29.4 | 0.4 | 7.2 | -12.7
Cc1ccc(S(=O)(=O)Nc2ccc3c(c2)CC(=O)N([C@@H](C)CO)C[C@@H](C)[C@@H](CN(C)C(=O)NC2CCCCC2)O3)cc1 | 3.1 | -10.4 | 1.7 | 0.4 | 1.0 | -0.7 | -22.0 | 0.4
Nc1ccc(C(=O)C(=O)c2ccc(N)cc2)cc1 | 5.2 | x | -3.1 | 1.8 | -12.6 | 0.0 | 6.1 | -6.3
C[C@H](CO)N1C[C@H](C)[C@H](CN(C)Cc2ccc(C(=O)O)cc2)OCCCC[C@H](C)Oc2ccc(NC(=O)Nc3ccc4c(c3)OCO4)cc2C1=O | 3.6 | -8.4 | 0.5 | -2.8 | 8.2 | -0.8 | 3.1 | 9.2
CCS(=O)(=O)c1ncc(Cl)c(C(=O)Nc2ccccc2OC)n1 | -51.5 | -5.1 | -15.6 | 4.3 | -21.4 | 1.6 | 0.0 | 22.0
O=C(CN(Cc1ccccc1)C1=NCCS1)c1ccccc1 | x | -4.1 | x | 2.3 | -12.3 | 0.0 | -7.7 | -7.0
NC(=O)[C@@H]1CCCN1C(=O)c1cc(COc2ccc3c(c2)CCCC3)on1 | x | -6.2 | 2.2 | -3.6 | -9.0 | 0.0 | 14.4 | x
N#CCCN(Cc1ccccc1)C(C(=O)NC1CCCCC1)c1ccnc2ccccc12 (stereo not given) | -10.5 | x | 2.0 | -0.3 | -26.3 | 0.0 | 10.9 | -32.3
COc1ccc(OC)c(NC(=O)c2cc3c(cc2Cl)N2CCCCCC2=NS3(=O)=O)c1 | 8.9 | -8.2 | 2.5 | -1.8 | -13.1 | 0.2 | 0.9 | 21.2
COc1ccc(C(C)(C)C)cc1NC(=O)COC(=O)c1cc(SC)ccc1Cl | x | x | 1.7 | 3.9 | -46.7 | 0.0 | x | -7.3
CCC(C)NC(=O)COC(=O)c1oc2ccccc2c1CSc1ccc(Cl)cc1 (stereo not given) | x | -0.3 | 1.2 | 1.3 | -22.1 | 0.2 | x | -10.3
O=c1cc(Cl)c2ccccc2n1-c1ccccc1 | 2.4 | 10.4 | 1.5 | 2.5 | -14.0 | 0.3 | -0.9 | 14.9
CC1CCN(C(=O)CSc2nc(=O)n3cc(Cl)ccc3n2)CC1 | x | 1.2 | 3.4 | 2.8 | -35.6 | 0.0 | x | 78.5*
CCCCCC1CC1C(=O)N/N=C/c1ccc(N(C)C)cc1 (stereo not given) | 1.0 | 6.9 | x | x | x | x | -1.4 | -12.1
O=C(Nc1ccc(C(F)(F)F)cc1)N1CCN(C(=O)c2ccco2)CC1 | 4.2 | -1.1 | -1.6 | -7.0 | -14.5 | 0.3 | -13.2 | 23.3
COc1ccc([Si](C)(C)[C@H]2[C@H](CC(=O)N(CCO)Cc3ccccc3)O[C@@]3(C(=O)N(C)c4ccccc43)[C@@H]2C)cc1 | x | -0.4 | 1.9 | -2.5 | 5.6 | x | -7.1 | x
Cc1ccc(CN2C(=O)CCC2C(=O)N2CCN(c3ccccc3)CC2)cc1 (stereo not given) | -1.7 | 25.5 | -1.4 | x | -13.0 | 0.2 | x | -11.6
CCN(CC(=O)NCc1ccc(F)cc1)C(=O)CCNS(=O)(=O)c1cccc(C)c1 | -2.3 | -0.7 | 0.4 | -4.8 | -15.5 | 0.1 | -15.1 | -10.5
Cc1ccc(S(=O)(=O)N2[C@@H](Cc3ccccc3)CO[C@H]2CC(=O)OCc2ccccc2)cc1 | x | x | -1.0 | x | -3.7 | 0.0 | x | -5.7
O=S(=O)(/C=C/c1ccccc1)N1CCN(c2nc(-c3ccccc3)nc3ccccc23)CC1 | 0.1 | 2.6 | -1.7 | 1.9 | -11.3 | 0.0 | x | x
COc1cccc(-c2cc(C(=O)NCCCN3CCOCC3)no2)c1 | -1.2 | 3.8 | -0.1 | -2.3 | -11.0 | 0.2 | 7.2 | 12.4
COc1ccc(/C=N/NC(=O)CC(=O)NCc2cccnc2)cc1[N+](=O)[O-] | 6.5 | -6.8 | -1.2 | 0.7 | -3.5 | 0.2 | -7.9 | 5.9
COc1ccc(N2CCN(C(=O)C(=O)c3cn(CC(=O)N4CCCC4)c4ccccc34)CC2)cc1 | -2.6 | x | -1.9 | -1.7 | -13.7 | 0.1 | -6.1 | 1.4
O=C(Nc1nccs1)c1cc(-c2ccco2)nc2ccccc12 | x | 3.5 | x | 1.8 | -11.0 | -0.1 | x | x
C[C@H](CO)N1C[C@H](C)[C@@H](CN(C)Cc2ccccc2)Oc2c(NC(=O)C3CCCCC3)cccc2C1=O | -8.7&-0.7 | 15.7&15.4 | 0.5&-3.4 | 0.4&0.1 | 37.5&-17.6 | 0.6&0.0 | -6.2&2.0 | -3.2&-33.2
